Screening results (PubChem BioAssay)
Yp Topo-I inh: blocks Yersinia pestis topoisomerase I activity; actives 0.064% (n = 360,000); activity, % at 10 µM; AID 504884; Y. pestis Topo-I cleavage product accumulation, plate reader; in the data active = activity above about 50%, passing the limit was not always enough; note: inactives centre near 2
DUSP3 inh: blocks human VHR1 dual specificity phosphatase. inhibition, % at 13.3 µM. actives 0.52% (n = 290,000). recombinant VHR phosphatase, pNPP absorbance; in the data active = inhibition above about 50%; note: some compounds called inactive have numbers as strong as hits
Target sequence (P51452 whole entry, looked up): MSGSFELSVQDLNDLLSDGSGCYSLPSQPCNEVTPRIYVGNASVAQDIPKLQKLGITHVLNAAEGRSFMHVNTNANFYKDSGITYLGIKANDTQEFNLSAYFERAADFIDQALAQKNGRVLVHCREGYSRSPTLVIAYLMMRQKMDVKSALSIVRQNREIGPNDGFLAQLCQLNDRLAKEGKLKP
SARS 3CLpro inh: SARS-CoV 3CLpro protease inhibition. AID 1706. inhibition, % at 6 µM. actives 0.14% (n = 290,000). recombinant SARS-CoV 3CLpro, quenched FRET peptide cleavage. P0C6X7; in the data active = inhibition above about 12%
MazF activator: activators of E. coli MazEF toxin-antitoxin RNase | P0AE70 | FAM/BHQ RNA-DNA oligo cleavage fluorescence, 5 h | activation, % at 20 µM | actives 0.32% (n = 350,000) | AID 504720; in the data active = activation above about 50%
Target sequence (P0AE70 whole entry, looked up): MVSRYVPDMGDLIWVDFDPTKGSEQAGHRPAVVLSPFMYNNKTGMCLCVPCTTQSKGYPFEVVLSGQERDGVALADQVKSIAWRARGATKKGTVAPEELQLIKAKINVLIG
Rv3671c inh: inhibits the M. tuberculosis serine protease Rv3671c; P9WHR9; inhibition, % at 5.96 µM; actives 0.048% (n = 320,000); AID 2606; in the data active = inhibition above about 38%;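 note: extracellular domain of Rv3671c used as enzyme; 0% = enzyme with DMSO and 100% = no enzyme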
Target sequence (P9WHR9 whole entry, looked up, the tested form may be a part): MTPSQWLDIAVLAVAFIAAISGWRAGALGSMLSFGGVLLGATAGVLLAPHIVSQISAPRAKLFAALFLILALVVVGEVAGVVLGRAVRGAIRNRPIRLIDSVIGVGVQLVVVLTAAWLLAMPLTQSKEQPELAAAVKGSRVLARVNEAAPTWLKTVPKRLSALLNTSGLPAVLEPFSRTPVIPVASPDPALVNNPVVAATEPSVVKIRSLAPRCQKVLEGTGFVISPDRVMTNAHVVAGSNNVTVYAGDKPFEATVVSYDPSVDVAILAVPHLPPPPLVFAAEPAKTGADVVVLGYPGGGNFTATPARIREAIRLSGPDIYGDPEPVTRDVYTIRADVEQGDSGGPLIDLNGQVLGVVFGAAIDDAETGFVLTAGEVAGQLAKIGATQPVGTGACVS
PrPC surface inh: cell surface PrPC inhibition, primary TR-FRET screen. P04156. TR-FRET read-out. inhibition, % at 13.8 µM. actives 0.43% (n = 370,000); in the data active = inhibition above about 24%; note: 0% = median of the test wells and 100% = reference compound wells
Vc quorum ag: quorum light induction in luxS cqsA deficient V. cholerae; V. cholerae BH1578 lux reporter, luminescence, 6 h; activation, % at 18.7 µM; actives 0.16% (n = 350,000); AID 588436; in the data active = activation mostly above about 9.7%, no sharp cut-off; note: not every result past the cut was called active; inactives centre near 0; reference of the scale not given here
SSB-PriA inh: K. pneumoniae PriA-SSBct interaction inhibition | AlphaScreen SSBct-PriA binding, biotinylated peptide | inhibition, % at 33 µM | actives 0.6% (n = 430,000) | AID 1272365; in the data active = inhibition mostly above about 37%, no sharp cut-off; inactive = mostly below about 20%;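 note: plate controls were negative control peptide for no effect and reference peptide for full effect; strong numbers were not always called active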
CCHFV vOTU inh: blocks the CCHF virus ovarian tumor domain protease. CCHFV vOTU protease, Pep-AMC fluorescence. inhibition, % at 11.5 µM. actives 0.55% (n = 370,000). AID 651958; in the data active = inhibition above about 30%; note: 0% = vehicle wells with enzyme and 100% = no enzyme wells
TcdB GH inh: TcdB glycohydrolase inhibition; TcdB glycohydrolase enzymatic assay, plate reader; inhibition, % at 9.99 µM; actives 0.24% (n = 350,000); in the data active = inhibition above about 10%
* = called active by the depositor; i = inactive; · = no result given; & = joins results of further samples. Not all compounds are listed (hit frequency here may not be typical).

# | structure | Yp Topo-I inh | SARS 3CLpro inh | TcdB GH inh | CCHFV vOTU inh | Rv3671c inh | MazF activator | DUSP3 inh | SSB-PriA inh | PrPC surface inh | Vc quorum ag
1 | O=C(COC(=O)/C=C/c1ccc(F)cc1)NCc1cccs1 | -7.9 | · | -2.2 | 5.2 | 2.1 | 6.1 | · | -2.3 | 2.5 | -1.6
2 | O=C(CSc1nnc(NC(=O)c2c(F)cccc2F)s1)Nc1ccccc1F | -13.8 | -1.5 | 3.0 | 11.3 | -1.5 | 5.5 | 21.5 | 0.0 | -0.6 | i
3 | Cc1ccc(N/C=C/C(=O)c2sc(-c3ccccc3)nc2C)cc1 | 18.8 | 5.9 | · | 11.3 | -17.5 | 5.7 | 21.3 | 7.1 | 3.0 | -0.3
4 | NC(=O)C1CCN(C(=O)CSc2nc3ccccc3o2)CC1 | -1.0 | -0.8 | · | -7.6 | · | 1.5 | 17.1 | -0.2 | -0.8 | -0.6
5 | O=C(CN1C2=NCCN2c2ccccc21)c1ccc(Br)cc1 | 6.4 | 1.5 | · | 12.2 | -9.8 | 9.0 | 31.6 | -2.8 | -8.6 | -3.6
6 | COc1ccc(C2CC(c3cccc(OC)c3OC)n3nnnc3N2)cc1 (stereo not given) | 11.3 | 3.9 | · | 4.5 | -5.5 | -5.0 | 37.4 | -15.0 | 3.5 | -0.1
7 | O=[N+]([O-])c1ccc(Sc2n[nH]c(-c3ccc(Cl)cc3Cl)n2)nc1 | 2.0 | -4.6 | · | 19.1 | 3.1 | 1.6 | 6.2 | -11.2 | 10.4 | ·
8 | Cc1csc(SCC(=O)NC(=O)NCc2ccccc2)n1 | 9.4 | -0.7 | · | -1.0 | 3.6 | 1.1 | -3.9 | -3.7 | 0.5 | i
9 | NC(=S)N/N=C/c1ccc(Br)o1 | 0.4 | -0.3 | -0.6 | 9.9 | -6.7 | -2.5 | 20.6 | · | -9.1 | -0.1
10 | CN(C)S(=O)(=O)NCc1ccc2c(c1)OCO2 | -7.3 | -4.3 | · | 2.8 | -0.4 | 4.8 | -9.6 | -5.3 | -6.0 | -0.3
11 | CCn1c(SCC(=O)N/N=C/C=C\c2ccco2)nc2ccccc21 | -3.5 | 4.0 | -0.4 | 3.8 | 0.9 | 7.5 | -10.5 | · | -9.7 | 0.0
12 | CC1CCCCN1S(=O)(=O)c1ccc(N(C(=O)c2cnccn2)C(C(=O)NC2CCCC2)c2cccs2)cc1 (stereo not given) | 9.3 | 7.1 | · | -1.2 | -1.9 | -2.1 | 1.2 | 0.0 | 2.1 | -0.2
13 | CN(C)C(=O)N1CCC(C(=O)NCc2ccccc2Cl)CC1 | -10.9 | 2.5 | · | -3.3 | -1.5 | -5.5 | 18.0 | 2.2 | -4.6 | i
14 | O=C(c1ccc(Cl)cc1)C1CCCN(C2CCSCC2)C1 (stereo not given) | 4.6 | 2.4 | 0.3 | 7.7 | 3.4 | 13.0 | 9.1 | 5.1 | 6.9 | -0.5
15 | O=C(COC(=O)C1CC(=O)N(Cc2ccccc2)C1)c1ccc(Br)cc1 (stereo not given) | 5.6 | 2.8 | · | -13.1 | 0.5 | -15.4 | -0.8 | 3.1 | -2.0 | i
16 | O=C1c2ccccc2C(=O)N1CCC1=CCCCC1 | 2.4 | 3.0 | · | -1.3 | 12.2 | 1.9 | 9.9 | -12.0&-32.2 | -0.7 | i
17 | CN(C)c1ccc(C(=O)C(=O)c2ccccc2)cc1 | 12.2 | 5.6 | 0.0 | -2.3 | -1.9 | 7.7 | -5.4 | 29.0&-0.7 | -0.3 | -0.5
18 | CC1CC(C)CN(C(=O)CSCC(=O)Nc2nc(-c3cccs3)cs2)C1 (stereo not given) | 28.5 | 0.3 | -11.7 | 22.6 | 0.1 | -0.5 | -1.9 | -5.1 | 6.5 | -0.2
19 | O=C(O)c1ccccc1C(=O)c1ccc2c(c1)N(Cc1ccc(Cl)c(Cl)c1)C(=O)CO2 | -0.6 | 5.5 | 1.9 | -0.2 | -7.9 | -3.4 | -2.4 | -6.2 | -3.9 | -0.6
20 | CC(=O)c1ccc(OC(C)C)c(CC(C(N)=O)C(N)=O)c1 | -2.5 | -0.1 | · | -24.9 | 0.8 | 1.7 | -6.1 | -2.2 | -1.3 | -0.4
21 | CCN1CCN(CC(=O)Nc2ccc(C(C)=O)cc2)CC1 | -3.6 | 0.3 | 1.1 | -7.0 | 2.5 | 0.6 | · | -6.1 | 2.3 | 6.7
22 | O=C(/C=C/c1ccco1)N(Cc1ccccc1)C1CCS(=O)(=O)C1 (stereo not given) | 2.9 | 0.9 | -0.1 | -6.3 | -7.3 | 4.5 | -2.5 | -3.5 | -1.3 | -0.5
23 | CCCc1c(C)nc2ccccc2c1SCCC#N | 12.5 | -2.8 | 1.6 | -4.9 | -1.4 | 1.0 | -0.8 | 7.3 | -1.0 | -0.3
24 | COc1ccc(C2CC(c3cccc(F)c3)=NN2c2ccc(S(N)(=O)=O)cc2)cc1 (stereo not given) | 33.7 | · | 1.1 | -162.9 | · | -4.2 | · | -15.8 | 7.4 | i
25 | O=[n+]1c2c(n([O-])c3c1CCC3)CCCC2 | 2.1 | -4.6 | · | -2.6 | 4.2 | 3.2 | 2.9 | -3.5 | -7.4 | i
26 | S=C1NC(c2cccs2)=CC(c2ccc(Br)cc2)N1 (stereo not given) | 1.6 | 5.1 | · | 4.0 | -13.1 | -5.9 | 7.4 | 8.1 | -3.4 | i
27 | CN(C)c1cccc2c(C#N)ccc(N(C)C)c12 | 4.2 | -0.4 | -22.7 | -2.3 | -9.9 | -5.9 | -8.9 | -6.2 | -12.1 | i
28 | Cc1cc(=O)n2[nH]c(C)cc2n1 | 22.1 | 3.4 | 0.3 | -18.0 | -1.0 | 10.9 | 28.7 | -17.4 | -3.9 | 0.2
29 | O=C(COC(=O)c1cc(S(=O)(=O)N2CCOCC2)ccc1F)Nc1ccc(Cl)cn1 | -6.4 | · | 1.2 | 12.0 | -11.8 | -3.2 | · | -2.8 | 6.5 | -0.6
30 | O=C(CSc1nnc(CNc2ccc(F)cc2)o1)N1CCCc2ccccc21 | 4.0 | -1.3 | · | -7.2 | 12.8 | 9.7 | 35.9 | 0.9 | 0.2 | -0.2
31 | Cc1ccc(CNc2nc(N)c([N+](=O)[O-])c(Nc3cccc(F)c3)n2)cc1 | -3.0 | -1.2 | · | -4.3 | -4.0 | 2.2 | 24.4 | 0.9 | 0.5 | -0.7
32 | CC(C)(O)C(=O)Nc1ccc([N+](=O)[O-])c(C(F)(F)F)c1 | -3.0 | · | 0.0 | 3.9 | -5.6 | -2.0 | · | 4.5 | 0.5 | -0.3
33 | CNc1cccc(-c2ccc(C(C)=O)s2)n1 | 3.8 | · | 1.1 | 5.5 | · | · | · | · | -27.5 | -1.1
34 | Cc1ccccc1NC(=O)c1cc(-c2ccco2)nc2ccccc12 | 1.6 | · | -1.0 | -37.1 | · | -17.3 | · | -0.7 | -8.0 | -0.6
35 | COc1cc(NC(=O)COc2cc(C)cc3oc(=O)c(C)c(C)c23)cc(OC)c1OC | 1.8 | -5.9 | -0.1 | -7.6 | -3.9 | -8.6 | -8.2 | -8.3 | -5.2 | -0.6
36 | Cc1ccc(NC(=O)c2ccc(NCCCN3CCC(C)CC3)c([N+](=O)[O-])c2)c(C)c1 | -1.3 | -5.7 | 3.7 | 0.8 | -3.4 | 18.6 | 13.3 | -7.2 | -30.6 | 1.6
37 | N#C/C(=N\Nc1c(Cl)cccc1Cl)C(=O)NN | -11.7 | -1.0 | · | 7.2 | 7.0 | 2.0 | 6.9 | · | -14.7 | i
38 | CCOC(=O)c1c(-c2ccccc2)oc2ccc(O)c(CN3CCOCC3)c12 | 5.4 | -2.6 | · | 14.9 | -4.0 | -9.6 | 7.2 | -15.9 | 2.5 | -1.4
39 | Nc1nc(SCc2nc3scc(-c4ccccc4)c3c(=O)[nH]2)n[nH]1 | -8.7 | 6.2 | 0.0 | -4.5 | 2.7 | 4.5 | 10.4 | -1.2 | 13.2 | i
40 | C#CCN(C[C@@H]1[C@@H](OC(=O)NCc2ccco2)[C@@H](OC(=O)NCc2ccco2)CN(C(=O)OC(C)C)N1C(=O)OC(C)C)S(=O)(=O)c1ccc(C)cc1 | 29.6 | · | 0.1 | 18.3 | · | -3.2 | · | · | 0.2 | -0.6
41 | CCCC(CCC)C(=O)O | 6.0&13.1 | · | 1.0&0.2 | 2.0&-7.2 | 6.4&3.7 | 1.0&10.9 | · | -7.0 | -4.1&-7.1 | 0.2
42 | O=C(COC(=O)CCC1CCCC1)Nc1ccc(F)cc1 | 9.1 | · | 0.5 | -8.9 | -1.6 | 5.2 | · | -20.8 | -4.0 | i
43 | CN(C)c1cccc2c(/C=N/O)ccc(N(C)C)c12 | -17.7 | 1.5 | -6.0 | -6.5 | 2.5 | -7.9 | 22.3 | · | -10.0 | 0.3
44 | CC(CCc1ccccc1)NC(=O)COC(=O)c1cccnc1Cl (stereo not given) | 3.5 | · | 2.0 | 5.1 | 1.6 | -2.5 | · | -7.8 | 4.4 | 1.2
45 | CCCN(CC(=O)Nc1ccccc1C)C(=O)COc1c(Cl)cccc1Cl | 16.1 | · | 1.0 | -3.3 | 7.6 | -1.2 | · | -0.6 | 0.5 | -9.9
46 | Cc1cc(C(=O)NNC(=S)NCc2ccco2)nn1C | -0.3 | -4.5 | 4.4 | -3.1 | 0.9 | 6.0 | 10.3 | -1.4 | -4.3 | -0.3
47 | Cc1cc(C)c(S(=O)(=O)Nc2ccnc(-c3cccnc3)n2)c(C)c1 | 1.6 | 2.0 | 0.5 | -4.3 | -0.6 | 0.9 | 2.5 | -5.3 | 0.5 | -0.6
48 | COC(=O)CCCC(=O)N1CCC(n2nccc2NC(=O)CCOc2ccccc2)CC1 | 5.2 | 6.5 | 1.2 | -7.4 | -5.2 | 1.4 | 89.4 | -17.6 | -3.0 | i
49 | O=C(COC(=O)c1cc[n+]([O-])cc1)Nc1ccc(SC(F)F)cc1 | -8.2 | 2.2 | 0.2 | 7.0 | -17.8 | -6.8 | 19.1 | 4.4 | 6.8 | -0.4
50 | O=C(Nc1ccccc1)c1cc([N+](=O)[O-])ccc1NCc1cccnc1 | -5.7 | 0.4 | 1.1 | 4.9 | -2.0 | -1.0 | 22.5 | 25.1 | -22.8 | -0.4
